Source: PubChem BioAssay (several laboratories)
CDK5 inh: blocks human CDK5/p35 kinase activity; Recombinant CDK5/p35, ADP-Glo luminescence, 60 min; 330,000 compounds, 0.01% hits; inhibition, % at 10 µM;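 active = highest replicate inhibition of at least 50% and at least 75% of replicates reaching 50%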;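 also: plate controls were DMSO neutral control for no effect and GW8510 at 10 µM for full effect; many of its hits are not listed in these tables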
Target sequence (Q00535 whole entry, looked up): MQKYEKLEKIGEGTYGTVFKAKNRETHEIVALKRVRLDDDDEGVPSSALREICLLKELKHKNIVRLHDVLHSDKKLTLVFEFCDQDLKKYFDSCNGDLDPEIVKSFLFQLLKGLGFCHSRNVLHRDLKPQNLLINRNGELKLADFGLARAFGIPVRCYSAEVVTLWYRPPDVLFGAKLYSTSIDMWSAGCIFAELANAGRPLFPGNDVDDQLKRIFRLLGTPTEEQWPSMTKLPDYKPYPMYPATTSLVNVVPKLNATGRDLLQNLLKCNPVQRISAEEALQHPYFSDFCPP
Target sequence (Q15078 whole entry, looked up): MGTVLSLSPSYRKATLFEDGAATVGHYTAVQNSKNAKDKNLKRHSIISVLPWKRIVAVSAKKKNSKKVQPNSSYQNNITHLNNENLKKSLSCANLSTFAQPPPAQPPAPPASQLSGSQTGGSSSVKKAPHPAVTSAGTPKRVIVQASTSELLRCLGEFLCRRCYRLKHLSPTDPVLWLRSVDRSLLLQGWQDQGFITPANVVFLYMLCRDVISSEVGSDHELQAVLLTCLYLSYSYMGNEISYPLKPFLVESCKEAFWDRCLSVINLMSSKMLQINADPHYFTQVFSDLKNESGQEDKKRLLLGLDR
Tat export inh: inhibitors of E. coli Tat protein transport. inhibition, % at 10 µM. AID 488895. E. coli MC4100 TorA-mCherry Tat export, fluorescence. 340,000 compounds, 0.036% hits;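 active = mean replicate inhibition at least 50% and at least half of replicates individually reaching 50%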;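 also: exported cargo escapes ClpAP degradation while cytoplasmic cargo is degraded and loses fluorescence; 0% = median of neutral control wells and 100% = median of NaSCN control wells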
phage Ecoli inh: E. coli growth loss with phage present | growth absorbance | inhibition, % at 11.9 µM | 360,000 compounds, 0.26% hits; in the data active = inhibition above about 11%
PKA-R1A act: activators of PKA-R1A complex | P00514+P68181 | PKA-R1A dissociation, Cy5-IP20 fluorescence polarization; scaled: DMSO 0%, 113 µM cGMP 100% | activation, % at 11.4 µM | 340,000 compounds, 0.083% hits;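 active = percent activation above the mean of all tested compounds plus 3 SD, cut at about 19% in these data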;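 also: higher means more PKAc released from R1A so a rise in polarization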
PKA-R2B act: PKA-R2B complex activation; P22694+P31323; PKA-R2B holoenzyme dissociation, Cy5-IP20 fluorescence polarization; R2B truncated from residue 108, S112A mutant; 0% DMSO only, 100% 113 µM cGMP; activation, % at 11.4 µM; 340,000 compounds, 0.079% hits;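 active = activation above a cutoff set at the mean over all compounds plus 3 SD, cut at about 18% in these data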;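 also: higher means more holoenzyme dissociation and a rise in polarization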
SUMO Mot1 rescue: blocks SUMOylation pathway, rescuing yeast Mot1-301 growth; 320,000 compounds, 1% hits; AID 2716; growth rescue, % at 18.8 µM; S. cerevisiae Mot1-301 growth rescue, ATP luminescence, 38.5C; percent above DMSO median, 100 means doubled;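 active = every valid replicate shows activation above 250% relative to neutral control wells; inactive = the rest, any valid replicate at or below 250%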;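 also: OY570 slx delta 5 strain wells were the positive control but not used for scaling; some compounds called inactive have numbers as strong as hits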
Ecoli viability: reduces bacterial viability in AddAB counter-screen; inhibition, % at 11.9 µM; E. coli V3065 growth, OD600 absorbance, 18 h; 330,000 compounds, 0.27% hits;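 active = inhibition above the campaign's mean inhibition across all tested compounds plus 3 SD, cut at about 9.9% in these data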;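 also: uninfected addAB+ strain grown without phage in ampicillin broth; 0% = DMSO wells and 100% = ciprofloxacin 0.95 µg/ml wells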
HTR5A inv ag: HTR5A inverse agonism, opioid heterodimer counter-screen. HTR5A cell line, luminescence. inhibition, % at 9.3 µM. 340,000 compounds, 0.083% hits; in the data active = inhibition mostly above about 23%, no sharp cut-off; inactive = mostly below about 18%;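 also: 0% = cells with DMSO and 100% = no-cell wells with DMSO; some compounds called inactive have numbers as strong as hits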
HTR5A ag ctr: counter-screen for OPRM1-OPRD1 agonists: human HTR5A agonism; P47898; 340,000 compounds, 0.61% hits; HTR5A agonist assay, luminescence, cell-based; activation, % at 9.3 µM; in the data active = activation mostly above about 9.5%, no sharp cut-off; inactive = mostly below about 7.6%;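 also: 0% = cells with vehicle only and 100% = reference agonist; strong numbers were not always called active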
DAGLB inh: diacylglycerol lipase beta (human) inhibition; Q8NCG7; HEK293T DAGLB membrane lysate, EnzChek fluorogenic substrate; inhibition, % at 5.17 µM; 340,000 compounds, 0.059% hits; AID 504411; in the data active = inhibition above about 34%;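 also: 0% = enzyme with vehicle and 100% = wells lacking enzyme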
AddAB inh: less growth of phage-infected E. coli with AddAB. E. coli expressing H. pylori AddAB, absorbance growth. inhibition, % at 11.9 µM. 330,000 compounds, 0.29% hits; in the data active = inhibition above about 12%;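 also: 0% = vehicle wells of infected cells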
* hit, by the source's call; . = not tested or not shown. Compounds were not picked by outcome; 2.3% or so of the library scored in one or more.

Molecule	PKA-R2B act	phage Ecoli inh	Ecoli viability	HTR5A ag ctr	PKA-R1A act	CDK5 inh	SUMO Mot1 rescue	DAGLB inh	AddAB inh	Tat export inh	HTR5A inv ag
COc1ccc(CCC(C)Nc2ccc(F)c(F)c2)cc1 (stereo unspecified)	-7	1.8	-2.9	-1	-1	-2.8	11	-4	2.4	-1	6
C=CCC1(Cl)C(=O)C(Cl)=C(N2CCN(C)CC2)C1(OC)OC (stereo unspecified)	1	-3.0	2.5	-2	0	0.9	-22	0	4.8	-8	5
CC(Oc1ccccc1)C(=O)N(CCC1=CCCCC1)c1c(N)n(Cc2ccccc2)c(=O)[nH]c1=O (stereo unspecified)	0	-0.1	0.8	-2	-5	2.0	10	20	4.3	1	4
Clc1ccc(-n2ncc3c(NCc4cccnc4)ncnc32)cc1Cl	-5	0.6	0.5	2	-4	1.5	287	-1	-0.2	1	-7
Cc1ccccc1-c1noc(-c2ccccc2C(=O)N2CCCC2)n1	3	0.6	-0.2	-10	-2	-2.4	-1	0	1.9	6	24
CCOC(=O)c1[nH]c(CO)c(C(=O)OCC)c1C	-1	2.2	-0.2	4	-1	8.0	-1	-3	-0.7	20	-15
O=[N+]([O-])c1ccc(/C=C/c2ccc3cccc([N+](=O)[O-])c3n2)cc1	-8	2.8	0.5	-2	-5	3.7	10	-3	3.8	7	-20
O=C(NS(=O)(=O)NC1CCCCC1)C1=C(N2CCCC2)COC1=O	-6	-0.6	-1.4	1	-14	-1.5	16	1	-0.4	0	7
Cc1cccn2cc(COc3cccc([N+](=O)[O-])c3)nc12	-6	5.0	1.2	0	8	1.6	-4	0	1.3	0	26
C/C(Cl)=C/Cn1c(N2CCCC2)nc2c1c(=O)n(C)c(=O)n2C	-9	1.7	-2.0	6	-5	-0.4	-13	0	-0.2	4	-28
Cc1ccc(C)c(C2=NNC(=O)CC2)c1	1	1.4	-1.3	0	10	0.8	-5	1	2.1	-4	6
COc1cccc(N=Nc2ccc3ccccc3c2O)c1	3	3.7	-1.0	-3	-3	2.4	2	6	3.3	-24	10
CCCN(CC(=O)Nc1ccccc1C)C(=O)c1ccc(NC2CC2)c([N+](=O)[O-])c1	-15	4.3	0.3	0	5	0.8	5	1	0.0	0	1
COc1ccccc1N(C)S(=O)(=O)c1ccc(Cl)c(C(=O)NCCCN2CCOCC2)c1	4	-0.7	1.3	1	-8	-0.1	-9	2	4.0	0	-5
CCOC(=O)C(NS(=O)(=O)c1ccccc1)(C(F)(F)F)P(=O)(OC(C)C)OC(C)C (stereo unspecified)	4	-1.2	-2.3	12	9	-1.1	-9	3	2.1	2	-29
CC(C)(C)NC(=O)Cn1nnc(-c2ccc(S(C)(=O)=O)cc2)n1	9	2.3	0.4	9	2	1.4	-6	-1	-1.5	-2	-27
O=C1/C(=C/C=C/c2ccco2)SC(=S)N1c1ccc(O)cc1	-4	2.3	-2.1	3	9	-3.7	-18	6	0.3	4	6
N#CC1(NC(=O)COC(=O)CCN=C2NS(=O)(=O)c3ccccc32)CCCCC1	-14	-0.1	-1.1	-3	-10	-0.4	-5	-1	2.4	-6	16
O=C(c1cc(-c2ccc(Cl)cc2)on1)N1CCc2ccccc2C1	4	-1.2	-1.4	-4	-2	1.1	-10	-1	-1.7	5	-9
Cc1cccc(OCC(=O)Nc2nc3ccc([N+](=O)[O-])cc3s2)c1	-13	0.7	1.2	5	-4	-14	5	-1	1.8	-10	-14
Cc1ccc(CNC(=O)C2(c3cccs3)CCOCC2)cc1	-9	2.0	0.3	3	1	0.1	-11	2	-1.0	-1	-22
Cc1ccc(C2(CCN)CCOC(C(C)C)C2)cc1 (stereo unspecified)	-7	4.7	-0.9	1	0	1.1	8	-2	1.8	1	-10
Cc1ccc(NCC(=O)N/N=C\C(Br)=C\c2ccccc2)cc1	-9	-0.6	0.9	1	0	-0.8	119	2	1.8	-12	-3
N#CCSc1nc2ccccc2o1	-1	-3.5	-1.8	-7	-13	-0.4	10	4	2.9	-2	-10
CCN(CC)c1ccc(O)c(C=Nc2ccc(C)c(C)c2)c1	1	1.8	0.0	-3	-6	-0.4	15	0	-1.0	6	-2
COc1ccc(S(=O)(=O)Nc2ccc3cn[nH]c3c2)cc1C	-13	1.7	-2.4	4	1	0.8	1	1	1.4	-2	-14
COc1ccc2[nH]c(-c3ccccc3)cc2c1	-1	3.1	3.8	-1	-2	0.1	-15	-2	1.2	2	5
CC(C)(C)OC(=O)N1CCN(C(=O)c2[nH]cnc2C(=O)Nc2nccs2)CC1	4	-0.6	3.1	4	-11	-0.1	-5	0	2.9	-4	-14
CCOC(=O)c1oc2cc(OC(C)=O)ccc2c(=O)c1-c1ccc(OC)c(OC)c1	-3	-0.7	1.5	-2	0	2.5	510*	2	-1.4	0	10
O=[N+]([O-])c1cccc(/C=N/NC2CCS(=O)(=O)C2)c1 (stereo unspecified)	-13	1.2	4.1	0	-11	0.4	2	-1	6.7	0	-1
CCc1ccc(C(=O)C(C)OC(=O)C2COc3ccccc3O2)cc1 (stereo unspecified)	0	3.1	-3.3	1	5	-0.4	-8	-9	2.7	1	-5
C=CCn1c(SCc2ccc(Br)cc2F)nc2cc(C(=O)O)ccc2c1=O	-6	1.3	2.2	0	-4	-3.0	14	8	2.5	-7	1
CC(C)CCSc1nc(N2CCOCC2)c2c(c1C#N)CC(C)(C)OC2	-10	3.3	-0.8	1	5	0.0	23	-15	3.1	7	-3
CCOC(=O)/C(O)=C/c1ncc(C(F)(F)F)cc1Cl	0	1.8	2.8	-3	-9	-0.6	-25	-6	5.3	-11	7
CCCc1cc(=O)n2nc(N3CCC(C(=O)Nc4c(F)c(F)c(F)c(F)c4F)CC3)sc2n1	0	1.3	0.8	-2	-8	-1.3	-9	-1	2.1	0	-7
C=CCn1c(-c2ccc(Cl)cc2)ccc(C#N)c1=O	4	2.5	0.3	2	-12	-1.6	-8	-14	0.2	-3	-11
Cc1ccc(C#CC(C)(O)C(C)(C)C)cn1 (stereo unspecified)	-12	2.3	-0.9	-5	-6	0.1	-3	2	-4.7	1	17
CC(C)OCCCNC(=O)c1ccc2c(c1)NC(=O)c1ccccc1S2	1	2.6	.	-2	4	-0.3	487	1	.	-1	8
COCCn1c(C)cc(C2=NNC(=Nc3ccccc3F)SC2)c1C	-4	3.3	-1.6	1	1	1.7	-9	3	-0.8	-3	9
CN(CC(=O)Nc1ccc(F)cc1)C(=O)COC(=O)/C=C/c1ccc(OC(F)F)cc1	-10	-1.8	0.1	4	-3	1.0	9	0	-1.7	-11	-10
CCOc1ncccc1C(=O)OCC(=O)NCCc1ccccc1	1	3.5	-1.3	2	6	-1.2	-11	-8	1.0	-7	-7
CCOC(=O)N1CCN(CC(=O)Nc2c(C(=O)OC)[nH]c3ccc(Cl)cc23)CC1	6	2.3	-2.2	1	9	1.6	-11	4	0.0	-1	5
O=C1N(c2ccccc2)C(c2ccc(Cl)cc2)N2CCCN12 (stereo unspecified)	0	-1.1	-0.8	2	-2	-1.9	16	-1	-0.7	-5	-30
COc1ccc(CCNC(=O)CN2C(=O)C(=O)N(C3CCCC3)C2=O)cc1OC	-10	2.0	0.2	-6	5	-0.4	-7	0	1.3	-3	13
O=C(Nc1scc(-c2ccc(F)cc2)c1C(=O)O)c1ccco1	-14	0.4	-0.8	1	-5	-1.0	.	5	3.8	-6	30
CCCN1CCN(S(=O)(=O)c2ccc(-n3cnnn3)cc2)CC1	0	1.1	-3.8	0	9	0.1	.	-1	3.4	-4	22
O=C(/C=C/C(Cl)(Cl)Cl)Nc1ccc(Cl)cc1	2	2.7	.	17*	-10	0.3	.	-8	.	0	-63
Cn1c(N)c(C(=O)COC(=O)C2CCN(S(=O)(=O)c3cccs3)CC2)c(=O)n(C)c1=O	-21	0.6	-1.7	-3	2	0.1	70	2	1.6	-2	9
O=C(CCN1CCCC1)Nc1cccc(Br)c1	2	0.8	2.4	13	-2	0.2	.	-1	-2.4	9	-35
O=C(/C=C/c1ccccc1)NCCCNC(=O)/C=C/c1ccccc1	3	2.5	-0.1	-4	2	1.3	9	0	2.2	7	5
Cc1ccc(C(=O)N2CCC3(CC2)Oc2ccc(Cl)cc2C(=O)C32CC(c3ccccc3)=NO2)s1 (stereo unspecified)	-12	1.3	0.8	0	3	0.0	-8	-3	3.5	-10	11
Cn1c(=O)c2c(ncn2CC(=O)Nc2cc(S(=O)(=O)N3CCCCC3)ccc2O)n(C)c1=O	-2	2.6	0.4	.	-13	-1.1	-9	1	-0.3	1	.
CC(=O)Nc1nc(C)c(Oc2ccccc2)c(=O)[nH]1	-4	2.0	0.2	1	6	0.4	-8	-1	2.4	-3	15
Cc1ccc(C(=O)CC(C(=O)O)n2cnc([N+](=O)[O-])n2)cc1 (stereo unspecified)	-11	4.9	-0.9	-3	1	-1.1	7	1	2.2	12	8
CCOC=C1C(=O)N(C(C)=O)c2cc(OC)c(OC)cc21	-7	2.6	.	-2	3	0.0	.	1	.	2	7
